Bioassay records as filed in PubChem.
HKDC1 inhibitor: blocks human hexokinase HKDC1 activity | Q2TB90 | recombinant HKDC1, G6PDH/diaphorase resazurin coupled fluorescence | inhibition, % at 20 µM | hit rate 0.16% among 340,000 | AID 493160;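 active means inhibition above about 35% when tested at 20 µM, limit read from the data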;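 further: plate controls were DMSO wells with enzyme for no effect and DMSO wells lacking enzyme for full effect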
Target sequence (Q2TB90 whole entry, looked up): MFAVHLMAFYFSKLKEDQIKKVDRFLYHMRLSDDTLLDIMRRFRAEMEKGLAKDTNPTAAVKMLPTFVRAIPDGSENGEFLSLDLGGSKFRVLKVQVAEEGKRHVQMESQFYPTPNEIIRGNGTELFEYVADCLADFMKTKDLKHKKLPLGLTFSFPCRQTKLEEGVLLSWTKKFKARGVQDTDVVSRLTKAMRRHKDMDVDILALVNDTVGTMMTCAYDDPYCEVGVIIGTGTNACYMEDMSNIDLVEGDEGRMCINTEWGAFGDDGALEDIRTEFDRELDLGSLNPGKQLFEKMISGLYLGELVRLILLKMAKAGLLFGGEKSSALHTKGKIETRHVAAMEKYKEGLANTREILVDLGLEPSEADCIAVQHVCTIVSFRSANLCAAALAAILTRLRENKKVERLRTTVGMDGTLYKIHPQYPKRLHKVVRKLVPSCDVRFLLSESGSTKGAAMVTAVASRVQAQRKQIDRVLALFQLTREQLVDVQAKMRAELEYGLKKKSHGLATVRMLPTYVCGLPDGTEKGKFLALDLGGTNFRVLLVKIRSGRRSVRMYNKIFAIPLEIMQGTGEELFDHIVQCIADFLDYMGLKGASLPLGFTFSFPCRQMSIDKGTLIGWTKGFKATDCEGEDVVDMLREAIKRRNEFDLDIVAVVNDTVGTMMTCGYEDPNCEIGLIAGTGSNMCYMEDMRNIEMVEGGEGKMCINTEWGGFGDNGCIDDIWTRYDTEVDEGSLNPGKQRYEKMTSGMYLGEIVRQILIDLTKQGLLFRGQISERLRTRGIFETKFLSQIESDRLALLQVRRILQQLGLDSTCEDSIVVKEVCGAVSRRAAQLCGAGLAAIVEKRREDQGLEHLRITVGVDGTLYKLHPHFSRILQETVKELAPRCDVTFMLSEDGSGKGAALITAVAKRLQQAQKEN
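Test system: recombinant HKDC1 (HK5) hexokinase enzyme, produced in-house; Amount: enzyme 5 µg/mL final; Buffer or medium: Tris pH 8.0 buffer with MgCl2, Tween-20, BSA, BME; Reagent: glucose and ATP substrates; Doses: 20 µM test compound, 1% DMSO; Incubation: 90 min reaction incubation at room temperature, dark; Detection: resorufin fluorescence at 613 nm.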
697 NFkB inh: lowers PMA/ionomycin-induced NF-kB signal in 697 B cells; 697 B-cell NF-kB luciferase reporter, 16 h; inhibition, % at 4 µM; hit rate 0.33% among 330,000; in the data active means inhibition above about 35%
SENP7 block: inhibitors of human SENP7 protease. recombinant SENP7, Z-RLRGG-aminoluciferin luminescence, 40 min. Q9BQF6. AID 434973. hit rate 1.5% among 330,000. inhibition, % at 5 µM;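 active means inhibition above about 50% at the single test dose, limit read from the data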;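 further: plate controls were DMSO with enzyme for no effect and no enzyme buffer wells for full effect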
Apaf1 inhib: inhibitors of human Apaf-1 apoptosome | reconstituted apoptosome caspase-3 activity, DEVD-Rh110 fluorescence | inhibition, % at 20 µM | hit rate 0.71% among 330,000; active means inhibition of at least 40% at 20 µM;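 further: plate controls were DMSO wells for no effect and DEVD-CHO caspase inhibitor wells for full effect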
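System: Apoptosome proteins | Medium: Hepes pH 7.5 with detergent and BSA | Also added: Cytochrome c trigger plus (Z-DEVD)2-Rh110 caspase-3 substrate | Incubation: 30 min compound preincubation, 50 min activation, room temperature | Detection: Rhodamine 110 fluorescence at Ex 480/Em 540 nm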
SENP8 inh: blocks the human protease SENP8. Q96LD8. purified SENP8, Z-RLRGG-aminoluciferin cleavage, luminescence. inhibition, % at 10 µM. hit rate 1.2% among 330,000. AID 2540
Jurkat NFkB inh: lowers PMA/ionomycin-induced NF-kB signal in Jurkat cells | AID 435003 | PMA/ionomycin-induced NF-kB luciferase reporter, luminescence | inhibition, % at 4 µM | hit rate 0.53% among 330,000
Gli-Sufu antag: antagonists of Gli-Sufu signaling. Sufu-KO-LIGHT fibroblasts, Gli luciferase reporter luminescence. inhibition, % at 5 µM. hit rate 0.74% among 340,000;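 active means inhibition above about 55%, limit read from the data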;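 further: 0% = DMSO-treated cells and 100% = wells with medium but no cells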
UBC13 polyUb: inhibitors of human UBC13 polyubiquitin chain formation | AID 485273 | TR-FRET | inhibition, % at 20 µM | P61088 | hit rate 0.47% among 330,000; in the data active means inhibition above about 45%, passing the limit was not always enough
Target sequence (P61088 whole entry, looked up): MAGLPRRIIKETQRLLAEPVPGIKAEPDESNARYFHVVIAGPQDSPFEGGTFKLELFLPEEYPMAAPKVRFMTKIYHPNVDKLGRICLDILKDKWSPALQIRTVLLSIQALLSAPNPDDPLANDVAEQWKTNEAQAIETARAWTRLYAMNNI
Active calls of the source: *; . = no result given. Unless noted, no stated cut-off is given here; in the data, active means inhibition above about 50%; inactive means the rest.

smiles,HKDC1 inhibitor,697 NFkB inh,SENP7 block,Apaf1 inhib,SENP8 inh,Jurkat NFkB inh,Gli-Sufu antag,UBC13 polyUb
O=C(N/N=C/c1ccc([N+](=O)[O-])o1)C(O)c1ccccc1 (configuration not stated),4,15,9,-12,14,17,-4,-3
CC(C)NC(=O)c1cccc(Cn2cc(Cl)cn2)c1,-9,16,-1,2,-1,3,1,13
Cc1ccc(OCC(=O)c2cc(C)n(C)c2C)c([N+](=O)[O-])n1,3,-28,1,-2,-13,-54,7,20
COCC1OS(=O)(=O)NC(CC(=O)SC(C)(C)C)C1C (configuration not stated),-4,9,-1,3,0,6,0,-4
COc1ccc(N=Nc2c(C)[nH]c3ccccc23)cc1,1,-79,0,-3,-1,-55,-9,1
CC(=O)Nc1cccc(NC(=O)c2cc(-c3cccnc3)nc3ccc(Cl)cc23)c1,7,9,-15,13,-10,3,2,-2
O=C(NCc1cnc2ccccn12)C1CCC(=O)N(Cc2ccccc2F)C1 (configuration not stated),-7,14,5,10,-1,15,-4,-3
O=C(c1ccc(-c2nnc(Nc3cccc(Cl)c3)c3ccccc23)cc1)N1C[C@H]2C[C@H](C1)c1cccc(=O)n1C2,17,16,1,15,2,5,-1,0
CCCCCC(=O)N1CC2(C)CN(C(=O)CCCCC)CC(C)(C1)C2=O,-1,13,3,7,-3,-2,2,0
Clc1ccc(NC2=NCCCCC2)cc1,-8,36*,10,-11,8,9,16,1
CSc1ccc(/C=C(/NC(=O)c2ccco2)C(=O)N2CCCCC2)cc1,-4,20,-1,5,7,3,-10,-8
CNC(=O)c1ccc(=O)n(Cc2cccc(C(F)(F)F)c2)c1,0,17,-3,-7,6,-12,16,2
COc1ccc(S(=O)(=O)NCC2CCCN(C(=O)C=C(C)C)C2)cc1 (configuration not stated),4,-8,-5,5,-6,-9,-2,-12
COc1ccc(-c2csc(NC(=O)c3c(OC)cccc3OC)n2)cc1,-4,-3,-1,10,-6,-2,12,-3
N#C/C(C(=O)N1CCOCC1)=C1\Nc2ccccc2S1,-3,-1,18,-11,-7,-5,-21,-15
CC(C)OCCCNS(=O)(=O)c1ccc2c(c1)oc(=O)n2C,-2,3,8,10,-6,7,3,-11
Cc1ccc(-n2c(=O)c3c(C)c(C)sc3n(Cc3cc(=O)n4ccccc4n3)c2=O)cc1C,-7,-15,-4,3,-10,-12,3,-5
CCCC(C(=O)OCCN(CC)CC)(c1ccccc1)c1ccccc1,-4,-12,-3,36,-5,9,10,33
CC(Oc1ccccc1)C(=O)Nc1nnc(S(=O)(=O)N2CCCCC2)s1 (configuration not stated),-1,-12,-1,1,3,-6,-5,-1
CC(C)(C)CN1CCNC(=O)C1CC(=O)NCCc1cnn(-c2ccccc2)c1 (configuration not stated),-7,-1,-3,1,7,-3,1,7
Cc1cc(C)cc(OCC(=O)NNC(=O)C2CCCO2)c1 (configuration not stated),-11,7,0,-3,-4,2,4,-15
COCC(=O)Nc1ccc2c(c1)OCO2,-9,-4,0,6,-9,-16,2,-12
Cc1c(NC(=O)CN2CCN(c3cccc(Cl)c3)CC2)c(=O)n(-c2ccccc2)n1C,-5,-5,5,-5,7,5,23,-1
COc1ccccc1NC(=O)C(C)OC(=O)c1ccc(-n2cnnn2)cc1 (configuration not stated),-5,10,-7,-4,6,-8,9,10
Cn1cc(S(=O)(=O)N2CCCC2)cc1C(=O)O,-4,-7,-8,-13,2,-1,-6,-1
CCCN1CCN(C(=O)CCS(=O)(=O)c2cc3c(cc2Cl)NC(=O)CO3)CC1,-9,-2,3,1,0,8,-1,1
Fc1ccccc1CSCc1nc2ccccc2[nH]1,-5,-55,1,0,-4,-60,-58,6
CCOc1ccc(NC(=O)c2ccccc2NC(=O)CNC2CCCC(C)C2C)cc1 (configuration not stated),-1,14,-1,-8,-3,-2,-4,7
CC(C)COc1ccc(C(=O)OCC(=O)N(C)CC(=O)Nc2ccc(F)cc2)cc1,-18,3,5,8,-8,12,-28,-2
Brc1ccc(Oc2ncc(CN3CCOCC3)s2)cc1,-5,-36,0,-13,-5,-18,-32,1
O=C(Nc1cccc(NC(=O)c2ccccc2[N+](=O)[O-])n1)c1ccccc1[N+](=O)[O-],0,0,-4,-6,0,-4,4,-19
CC(=O)N1CCC(N(CCN2CCOCC2)C(=S)Nc2cc(C)ccc2C)CC1,-10,-9,-11,7,-9,-4,-5,-1
CN(CC(=O)Nc1cccc(F)c1)C(=O)CCN1C(=O)C2CC=CCC2C1=O (configuration not stated),-4,15,-1,-11,-1,-1,1,5
N/C(=N\OC(=O)c1ccccc1)c1cccnc1,-7,-53,56*,1,24,-36,-23,-7
COc1cc(SC)ccc1C(=O)N1CC(C)OC(C)C1 (configuration not stated),-7,4,-1,1,-9,-2,-1,3
CCCNC(=O)Cc1cc(=O)[nH]c(=O)[nH]1,-6,4,-5,-2,-3,6,3,-4
C=CCNC(=O)COc1ccc(Oc2ccccc2)cc1,-4,-18,-14,7,-12,-17,9,-2
FC(F)(F)c1ccc(-c2n[nH]c(=S)o2)nc1,-6,7,-7,-18,-9,-7,-6,-1
Cc1c(C)n2c(SCC(=O)N3CCC(C)CC3)nnc2[nH]c1=O,-3,4,-6,3,0,10,-4,-2
CCn1cc(CN2CCCC(C(=O)Nc3cccc(-c4cc5ccccc5[nH]4)c3)C2)c(C)n1 (configuration not stated),-5,10,0,34,-1,5,7,19
O=[N+]([O-])c1cc2c(cc1/C=N\NS(=O)(=O)c1ccccc1)OCO2,1,7,-4,-16,-3,13,-6,0
CCc1nnc(NC(=O)c2cc(C)nc3ccccc23)s1,-2,13,1,4,1,-4,4,-6
CSc1ccc(S(=O)(=O)NCC(=O)OCC(=O)N(C)C2CCCCC2)cc1[N+](=O)[O-],-2,3,-6,13,-6,12,-13,-1
CCC(=O)Nc1ccc(C(=O)OCc2ccccc2Cl)cc1,-2,-104,-1,10,17,-80,-15,14
COC(=O)C(=Cc1ccccc1[N+](=O)[O-])C(=O)OC,1,-16,3,2,2,13,52,-1
NC(N)=NS(=O)(=O)c1ccc(NC(=S)NC(=O)c2sc3ccccc3c2Cl)cc1,-3,-9,-7,-4,-5,-8,4,-24
Cc1ccccc1S(=O)(=O)Cc1ccc(C(=O)NCCN2CCN(Cc3ccccc3)CC2)o1,3,-3,0,1,-1,3,4,10
COc1ccc(N(CC(=O)Nc2ccc(Cl)cc2)S(=O)(=O)c2c(C)n[nH]c2C)cc1,3,15,3,0,-4,14,4,11
CC(C)Sc1cc(Cl)nc(NC(=O)Nc2ccccc2)n1,-2,2,-3,10,3,-26,-19,4
O=S(=O)(c1ccccc1)N1CCC(Oc2ccc(-n3cnnn3)cc2)CC1,-4,-40,1,3,8,16,-9,-5

5 records picked at random from those above:
smiles,HKDC1 inhibitor,697 NFkB inh,SENP7 block,Apaf1 inhib,SENP8 inh,Jurkat NFkB inh,Gli-Sufu antag,UBC13 polyUb
COc1ccc(S(=O)(=O)NCC2CCCN(C(=O)C=C(C)C)C2)cc1 (configuration not stated),4,-8,-5,5,-6,-9,-2,-12
COCC(=O)Nc1ccc2c(c1)OCO2,-9,-4,0,6,-9,-16,2,-12
Fc1ccccc1CSCc1nc2ccccc2[nH]1,-5,-55,1,0,-4,-60,-58,6
N/C(=N\OC(=O)c1ccccc1)c1cccnc1,-7,-53,56*,1,24,-36,-23,-7
COc1ccc(N(CC(=O)Nc2ccc(Cl)cc2)S(=O)(=O)c2c(C)n[nH]c2C)cc1,3,15,3,0,-4,14,4,11

The list goes on.
smiles,HKDC1 inhibitor,697 NFkB inh,SENP7 block,Apaf1 inhib,SENP8 inh,Jurkat NFkB inh,Gli-Sufu antag,UBC13 polyUb
Cc1ccc(-c2nc3ccc([N+](=O)[O-])cc3[nH]2)cc1,0,-304,73*,9,66*,-212,-54,-5
CCN(CC)S(=O)(=O)c1ccc2oc(SCC(=O)Nc3cc(C)on3)nc2c1,.,-4,-2,1,5,1,19,-3
CCOc1ccc(C(=O)N/N=C/c2cc([N+](=O)[O-])cs2)cc1,14,1,-8,7,-5,11,-25,-11
O=C(c1cc(S(=O)(=O)N2CCOCC2)ccc1Cl)N1CCCCC1CO (configuration not stated),-4,15,4,-6,-2,4,5,6
CC(C)n1nccc1N(Cc1ccc(Cl)cc1)S(=O)(=O)c1ccccc1,-3,-2,-3,15,-3,12,18,-8
CCOc1ccc(CCNC(=O)C2CCN(S(=O)(=O)N3CCCCC3)CC2)cc1OCC,-9,11,5,-8,6,23,-1,9
COc1ccc(-c2nc(-c3cccs3)c(-c3cccs3)[nH]2)cc1OC,2,8,2,27,-17,-4,7,-55
COc1ccccc1OCc1nc2ccccc2[nH]1,-5,-119,21,1,13,-92,-87,9
CCCN(CCC)C(=O)Cc1ccc(F)cc1,-11,11,-2,-8,1,2,5,20
CC(C)CN(CCNC(=O)c1cn(C)c2ccc(S(=O)(=O)N3CCCC3)cc2c1=O)CC(C)C,3,5,5,0,3,6,22,-3
Cc1ccc(C(=O)N/C(=C/c2cccnc2)C(=O)NCc2ccco2)cc1,-11,3,-5,-14,-7,16,-2,5
COc1ccc(C(CNC(=O)c2ccc(-c3ccccc3)cc2)N(C)C)cc1OC (configuration not stated),1,-3,-9,7,0,-23,2,8
CC1(C)SC(=S)N(/N=C/c2cccnc2)C1N(O)C(=O)Nc1ccccc1 (configuration not stated),-1,16,-1,-12,7,11,10,2
CCN1CCN(Cc2ccc(NC(=O)c3cc(NC(=O)c4nccnc4N)cc(OC)c3)cc2C(F)(F)F)CC1,0,-24,5,17,-20,-18,-1,33
CCOC(=O)c1c(NC(=O)COC(=O)c2cccnc2OCC)sc(C(=O)N(CC)CC)c1C,-3,-21,1,10,9,16,5,9
CCN(CC)C(=O)c1cn(-c2cccc(OC)c2)c(=O)c2ccccc12,4,4,8,5,0,-17,0,6
O=C(CSc1nnc(-c2ccncc2)n1-c1ccccc1)Nc1ccc(C(=O)O)cc1,-11,11,-1,-1,6,-8,3,2
CN(C)c1ccc(N/C(=N\S(=O)(=O)c2cccs2)c2ccccc2)cc1,-5,-15,-3,10,-14,-17,0,-13
CCOC(=O)N1CCN(S(=O)(=O)c2ccc3c(c2)OCC(=O)N3)CC1,-4,-15,-9,4,0,-14,3,-19
COc1cccc(-n2nnnc2SCC(=O)Nc2ccc(C(C)=O)cc2)c1,-6,1,0,-1,-3,4,9,-2
COc1ccc(C(=O)N2CCN(S(=O)(=O)c3ccccc3)CC2)c(OC)c1,-5,10,-6,-10,5,17,4,13
CCOC(=O)c1ccc(NC(=O)c2c(C)[nH]c(C(=O)OCC)c2C)cc1,-5,15,-7,8,-12,2,-3,2
C#CCOCCOCCOCCNc1nc(N2CCN(C(=O)CCCCCCCCCCNC(=O)Cn3cc(CCCCCN)nn3)CC2)nc(N2CCN(C(=O)CCCCCCCCCCNC(=O)[C@H](CO)n3cc(CCCSC)nn3)CC2)n1,-12,-5,6,61*,-7,-17,-4,128*
CCN1C(=C(C#N)C#N)C=Cc2cc(C)ccc21,2,15,3,-49,1,27,1,6
Cc1cc(Cl)ccc1OCCCC(=O)Nc1cccnc1,4,4,1,-3,3,8,-2,-1
O=C(O)c1ccc(NS(=O)(=O)c2cccc(C(=O)Nc3ccc([N+](=O)[O-])cc3)c2)cc1,-2,0,1,1,-2,3,6,-13
CC(C)CC(=O)N1CCN(C(=O)c2ccc(F)cc2)CC1,-5,-9,8,-15,-10,6,0,5
O=C(NCc1cccnc1)c1ccc(-c2cc(Cl)ccc2Cl)o1,1,6,0,12,-1,38,39,5
Cc1ccc(C)c(C(=O)COc2ccccc2[N+](=O)[O-])c1,-3,-13,1,0,-13,3,-2,1
